mIDH1 inhibitor = blocks human mutant IDH1 R132H enzyme; Potency, µM (doses to about 76.6 µM), for the others: at the highest dose activity change, negative = inhibition, hits mostly inhibitors; IDH1-R132H enzyme, NADPH consumption, diaphorase/resazurin fluorescence; O75874; 390,000 compounds, 0.093% hits; AID 602179; note: % is set by controls: 0 for no effect and ±100 for the full control effect; nearly all actives have a fitted effect of over 65% in size
Target sequence (O75874 whole entry R132H, stated change not applied): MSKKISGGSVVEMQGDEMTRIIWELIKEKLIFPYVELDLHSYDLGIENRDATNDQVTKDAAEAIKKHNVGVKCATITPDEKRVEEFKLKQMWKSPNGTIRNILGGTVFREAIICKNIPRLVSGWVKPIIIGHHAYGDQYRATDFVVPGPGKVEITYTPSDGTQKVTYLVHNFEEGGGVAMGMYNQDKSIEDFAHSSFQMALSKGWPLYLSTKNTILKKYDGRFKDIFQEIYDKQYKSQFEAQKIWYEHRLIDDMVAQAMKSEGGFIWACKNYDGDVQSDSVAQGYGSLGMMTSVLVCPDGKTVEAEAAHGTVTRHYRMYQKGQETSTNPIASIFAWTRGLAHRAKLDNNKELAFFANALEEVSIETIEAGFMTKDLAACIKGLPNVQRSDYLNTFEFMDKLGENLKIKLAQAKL
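IDH1-R132H (0.5 ug/mL dispensed) in pH 7.5 Tris buffer was preincubated 30 min with compound, then given a substrate mix of 0.016 mM NADPH and 2 mM alpha-KG for 80 min at room temperature; remaining NADPH was read by diaphorase/resazurin fluorescence.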
Vif-A3F inh = Vif-A3F binding inhibition; HeLa A3F-eYFP + Vif (tagged APOBEC3F with the HIV-1 protein that degrades it), YFP fluorescence increase; Potency, µM (titrated, usually from 46.1 µM), for inactives: at the top dose activity, negative = active; AID 602313; 390,000 compounds, 0.2% hits; note: % of control where 0% means no effect; nearly all actives have a fitted effect of over 65% in size
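HeLa cells stably expressing Vif plus C-terminally eYFP-tagged A3F were seeded, incubated overnight at 37 deg C, dosed with compound, incubated overnight again at 37 deg C. Yellow fluorescence (Ex 488/Em 500-530) reported blocked Vif-mediated A3F-eYFP degradation.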
Vif-APOBEC3G blk = blocks the Vif interaction with human APOBEC3G; Q9HC16; HeLa A3G-eYFP + Vif (tagged APOBEC3G with the HIV-1 protein that degrades it), YFP fluorescence, overnight; Potency, µM (highest dose often 46.1 µM), for inactives: top-dose activity, negative = active, most hits filed as inhibitors; 410,000 compounds, 0.076% hits;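 note: % is set by controls: 0 for no effect and ±100 for the full control effect; nearly all actives have a fitted effect of over 60% in size; hits raise eYFP signal because A3G escapes Vif-driven loss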
Target sequence (Q9HC16 whole entry, looked up): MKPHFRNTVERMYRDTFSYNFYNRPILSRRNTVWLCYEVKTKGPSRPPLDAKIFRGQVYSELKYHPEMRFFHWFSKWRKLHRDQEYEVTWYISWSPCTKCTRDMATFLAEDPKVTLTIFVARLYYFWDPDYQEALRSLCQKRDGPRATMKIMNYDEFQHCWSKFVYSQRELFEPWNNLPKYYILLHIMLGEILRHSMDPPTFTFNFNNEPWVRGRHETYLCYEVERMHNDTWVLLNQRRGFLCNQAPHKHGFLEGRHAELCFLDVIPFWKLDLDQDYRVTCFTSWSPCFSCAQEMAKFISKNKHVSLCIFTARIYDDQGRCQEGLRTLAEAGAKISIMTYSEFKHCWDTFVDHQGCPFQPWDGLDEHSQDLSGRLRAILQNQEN
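HeLa cells stably expressing Vif and C-terminally eYFP-tagged A3G, seeded overnight at 37 deg C, then exposed to compound by pintool overnight at 37 deg C. Rise in yellow fluorescence (Ex 488/Em 500-530, Acumen) marks blocked Vif-driven A3G degradation.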
RXFP1 agonist = agonists of human relaxin receptor RXFP1. AID 2676. Q9HBX9. 370,000 compounds, 0.3% hits. Potency, µM (top dose mostly 57.5 µM), inactives show at the top dose activation, actives largely listed as activators. HEK293T-RXFP1 cAMP TR-FRET, 30 min; response scale: percent of porcine relaxin response, buffer zero; note: % is set by controls: 0 for no effect and ±100 for the full control effect; nearly all actives have a fitted effect of over 60% in size; many of its hits are not listed in these tables
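cAMP rise read by TR-FRET after 30 min, 37C compound exposure (up to 58 uM) in RXFP1-transfected HEK293 cells with Ro 20174 present. EC50 from Hill-equation fits, with 29 nM porcine relaxin as 100% and buffer as basal.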
rTrxR1 inhibitor = inhibitors of rat thioredoxin reductase 1; recombinant rTrxR1, NADPH fluorescence consumption, selenite substrate; 390,000 compounds, 1% hits; O89049; AID 588453; Potency, µM (doses to about 114 µM), for the others: at the highest dose activity change, negative = inhibition, usual class: inhibitors; note: % is set by controls: 0 for no effect and ±100 for the full control effect; nearly all actives have a fitted effect of over 65% in size
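Rat TrxR1 (90 nM in the dispensed reagent) was pre-reduced with 400 uM NADPH for 5 min at room temperature, then incubated with compound for 15 min. After 400 uM selenite was added, NADPH fluorescence (Ex 340/Em 450 nm) was followed for 8 min.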
USP1-UAF1 inh = inhibitors of human USP1/UAF1 deubiquitinase. O94782. recombinant USP1/UAF1, Ub-Rhodamine cleavage fluorescence. Potency, µM (highest dose often 57.1 µM), for the others: at the top dose activity change, negative = inhibition, hits mostly inhibitors. 390,000 compounds, 0.23% hits. AID 743255; note: % is set by controls: 0 for no effect and ±100 for the full control effect; nearly all actives have a fitted effect of over 60% in size; inactives centre near -12
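1 nM enzyme complex + cpd, 15 min RT; start with Ub-Rho 150nM final; kinetic fluorescence ex 480/em 540, 6 reads q60 s. Buffer 50mM HEPES pH 7.8, 0.5mM EDTA, 0.1 mg/ml BSA, 1mM TCEP, 0.01% Tween-20.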
RGS4 inh = inhibitors of human regulator of G protein signaling 4 | Transcreener GDP fluorescence polarization, RGS4-accelerated GTP hydrolysis | AID 504845 | 390,000 compounds, 0.039% hits | Potency, µM (titrated, usually from 114 µM), without a hit: at the top dose activity change, negative = inhibition, hits mostly inhibitors | P49798; note: % is set by controls: 0 for no effect and ±100 for the full control effect; nearly all actives have a fitted effect of over 75% in size; some results filed as inactive show a strong effect at the top dose
Target sequence (P49798 whole entry, looked up): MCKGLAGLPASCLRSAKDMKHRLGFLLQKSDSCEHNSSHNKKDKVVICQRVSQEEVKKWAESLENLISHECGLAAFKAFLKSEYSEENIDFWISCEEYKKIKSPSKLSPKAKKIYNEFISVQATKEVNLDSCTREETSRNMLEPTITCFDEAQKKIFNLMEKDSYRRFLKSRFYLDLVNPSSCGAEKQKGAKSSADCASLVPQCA
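MLSMR compounds (23 nl, pin-transferred) preincubated 10 min at room temperature with a 500nM (2x) first reagent, then RGS4 at 900nM (2x) plus Transcreener GDP mix added; fluorescence polarization (620/688 nm) read before and after 90 min at 30 °C.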
12-LOX inh = blocks human arachidonate 12S-lipoxygenase; Potency, µM (highest dose often 108 µM), inactives show top-dose activity change, negative = inhibition, actives largely listed as inhibitors; purified 12hLO, xylenol orange hydroperoxide absorbance; 580,000 compounds, 1.1% hits; AID 1671190; P18054; note: % is set by controls: 0 for no effect and ±100 for the full control effect
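Purified human 12hLO (150 nM final) in 25 mM Hepes, 0.01% Triton X-100, pH 7.0 was preincubated 15 min at room temperature with compound. Then 40 uM arachidonic acid was added, 30 min. Hydroperoxide was read by Fe-XO absorbance ratio 573/405 nm.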
TrxR1 substrate = rat thioredoxin reductase 1 substrate activity. purified TrxR1 substrate turnover, NADPH consumption readout. Potency, µM (doses to about 114 µM), without a hit: at the top dose activity change, negative = substrate turnover. 390,000 compounds, 0.01% hits; note: % is set by controls: 0 for no effect and ±100 for the full control effect; nearly all actives have a fitted effect of over 50% in size
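Rat TrxR1, dispensed at 90 nM, was prereduced with 400 uM NADPH (final) for 5 min at ~22 deg C, then incubated with compound 15 min before 400 uM selenite. A first-read NADPH fluorescence drop versus no-compound background flagged substrates.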
The depositor's hits bear a star; ? = inconclusive; . = no result given; & = joins results of further samples; [ ] = another dose, or the depositor's remark. Calls come from the whole dose curve; as a rule, active = well fitted curve in the direction sought with a large enough effect; inconclusive = small, poorly fitted or top-dose-only effect, or another doubt; inactive = no such curve, though single readings can be large; an effect the other way counts as inactive or inconclusive. Potency is the fitted concentration of half-maximal effect. An excerpt; rates above refer to the full screens.

molecule | mIDH1 inhibitor | Vif-A3F inh | Vif-APOBEC3G blk | RXFP1 agonist | rTrxR1 inhibitor | USP1-UAF1 inh | RGS4 inh | 12-LOX inh | TrxR1 substrate
O=C(CCc1nnc(-c2ccccc2)o1)NCc1cc(F)ccc1F | 0% | 2% | -7% | 2.0% | 9% | -13% | -4% | 12% | 4%
C=CCn1c(O)c(C2=c3ccccc3=NC2=O)s/c1=N/c1nccs1 | 2% | -3% | 4% | -2.1% | 8% | -18% | -23% | 5% | -3%
O=C(Nc1ccc(Cl)c(Cl)c1)Nc1ccccc1NS(=O)(=O)c1cccs1 | -4% | 3% | 1% | -0.2% | 6% | -14% | 0% | ? | 0%[57.1 µM]
CC(C)n1cnc2c(Nc3cccc(Cl)c3)nc(NCCCO)nc21 | 14% | 1% | -21% | 0.0% | 21%[57.1 µM] | -16% | 18% | -11% | 8%[57.1 µM]
CCCc1ccc2oc(C(=O)N3CCC[C@H]3CO)c(C)c2c1 | 2% | -7% | 2% | 1.6% | 0% | -2% | -13% | -1% | -5%
Cc1cccc(N2CCN(CCCNC(=O)c3nnc(Cc4c(F)cccc4Cl)o3)CC2C)c1 (configuration not stated) | 9% | 3% | 5% | 0.4% | 13% | -5% | 14% | ? | -4%
COc1ccc(OC)c(NC(=O)C2CC(/C=C/c3ccccc3)=NO2)c1 (configuration not stated) | 7% | ? | 0% | -1.9% | 8%[57.1 µM] | -22% | 4% | 11% | 7%[57.1 µM]
CCOCCNC(=O)c1ccccc1C(=O)NCCOCC | 18% | -26% | 1% | 0.1% | 8% | -5% | 33% | 12% | -2%
COC(=O)c1cccc(NC(=O)/C=C/c2ccc3c(c2)OCO3)c1 | 10% | -13% | -6% | -0.6% | -10% | -12% | -19% | -20% | -11%
CCNc1nc(NC(C)CC)nc(Oc2ccc(OCC)nn2)n1 (configuration not stated) | -8%&3% | 0%&3% | 7%&3% | 0.2%&1.1% | 19%&13% | -14%&-30% | -5%&-8% | -3%&-10% | 3%&6%
COc1ccc(-c2noc(CN3CCN(c4ccccc4F)CC3)n2)cc1OC | -1% | 0% | -5% | 1.2% | 11%[57.1 µM] | -4% | -2% | 0% | -11%
CS(=O)(=O)N(CC(=O)NCCc1ccccc1)C1CCCCC1 | -1% | 8% | 3% | -0.4% | 10% | 2% | 4% | -8% | 1%
Cc1c(NC(=S)NC(=O)CCc2ccccc2)c(=O)n(-c2ccccc2)n1C | 4% | 11% | 0% | 1.5% | 23%[57.1 µM] | -22% | -20% | 0% | -11%[57.1 µM]
O=C(Nc1cc2c(cc1Cl)-c1ccc([N+](=O)[O-])cc1C2=NO)C(F)(F)F | -2% | ? | -18% | . | 6%[11.4 µM] | -13% | 6% | . | -1%[11.4 µM]
O=C(CNc1cc(S(=O)(=O)N2CCOCC2)ccc1N1CCOCC1)Nc1cccc(C(F)(F)F)c1 | -2% | 12% | -1% | . | 19%[57.1 µM] | 2% | 14% | -18% | 12%[57.1 µM]
O=C(O)CCC(C(=O)O)N1C(=O)C2C3CCC(C3)C2C1=O (configuration not stated) | -19% | 0% | 2% | . | . | -17% | . | -6% | .
CC1CCC(NC(=O)CN2C(=O)NC3(CCCCC3C)C2=O)CC1 (configuration not stated) | -7% | 0% | 1% | 2.4% | 3% | -4% | 3% | 12% | -2%
CC(C)(C)OC(=O)N1CCC(c2c(C(=O)N3CCCCC3)cnn2-c2ccccc2Cl)CC1 | -7% | -7% | -1% | 0.1% | 10% | -12% | -10% | 12% | -2%
COCCn1c(-c2ccsc2)nc2c1c(=O)[nH]c(=O)n2CC(C)C | 6% | -1% | 1% | -0.7% | -23% | -5% | -21% | 451%[activator] | -1%
O=C(O)c1ccc2c(c1)S(=O)(=O)c1ccccc1C2=O | 6% | -1% | 1% | 3.3% | 6% | 1% | -20% | . | -3%
CC1CCC(NC(=O)c2cccc(S(=O)(=O)N3CCN(c4ccccc4)CC3)c2)CC1 (configuration not stated) | -13% | 3% | -6% | 0.0% | 3%[57.1 µM] | -20% | 0% | -27% | -1%[57.1 µM]
CCCCN(CC)CCNC(=O)C1CCCN(S(=O)(=O)c2cccc3nsnc23)C1 (configuration not stated) | 1%&3% | 1%&3% | -5%&3% | 5.0%&8.2% | 6%&-13% | -21%&-17% | 19%&16% | -14%&-11% | 0%&-1%
Cc1ccccc1OC/C(O)=C(\C#N)c1nc2ccccc2[nH]1 | 0% | -2% | 1% | -0.6% | 22% | 4% | -3% | 20% | 10%
C=CCn1c(SC/C=C/c2ccccc2)nnc1-c1sc(N)nc1C | 4% | 1% | -5% | 1.7% | 7%[57.1 µM] | -13% | -7% | 0% | -5%[57.1 µM]
CCCN1CCC(=O)N([C@H](COc2ccccc2)CC(C)C)CC1 | 6% | -1% | -2%&1% | -0.3% | 25%&18% | -27% | 12% | -16% | 2%&11%
C=C1C(=O)N(C)CCC1C(CC)C(=O)OC (configuration not stated) | 0% | -4% | -1% | . | . | -9% | . | 1% | .
CCOC(=O)c1sc(NC(=O)CN2C(=O)NC3(CC(C)CC(C)(C)C3)C2=O)cc1C (configuration not stated) | -1% | -13% | -10% | 1.7% | -9% | -13% | 3% | ? | -15%
CC(=O)N(/N=C/c1ccc(C)cc1)c1nc(CCl)cs1 | -5% | ? | -5% | 0.4% | 19% | -2% | -12% | ? | 9%
CC(C(=O)Nc1ncn[nH]1)N1C(=O)c2ccccc2C1=O (configuration not stated) | 2% | -7% | 0% | -0.8% | 24% | -16% | -14% | 418%[activator] | 10%
O=CN1CCN(C(=S)NC(=O)c2ccc(Cl)cc2)CC1 | 7% | ? | -2% | 0.0% | -9% | -23% | -1% | 0% | 8%

Rewritten with two lines to a compound: part of the list above
Order of results: mIDH1 inhibitor	Vif-A3F inh	Vif-APOBEC3G blk	RXFP1 agonist	rTrxR1 inhibitor	USP1-UAF1 inh	RGS4 inh	12-LOX inh	TrxR1 substrate
C=CCn1c(O)c(C2=c3ccccc3=NC2=O)s/c1=N/c1nccs1
  2%	-3%	4%	-2.1%	8%	-18%	-23%	5%	-3%
COCCn1c(-c2ccsc2)nc2c1c(=O)[nH]c(=O)n2CC(C)C
  6%	-1%	1%	-0.7%	-23%	-5%	-21%	451%[activator]	-1%
CCOC(=O)c1sc(NC(=O)CN2C(=O)NC3(CC(C)CC(C)(C)C3)C2=O)cc1C (configuration not stated)
  -1%	-13%	-10%	1.7%	-9%	-13%	3%	?	-15%

Next compounds:
molecule | mIDH1 inhibitor | Vif-A3F inh | Vif-APOBEC3G blk | RXFP1 agonist | rTrxR1 inhibitor | USP1-UAF1 inh | RGS4 inh | 12-LOX inh | TrxR1 substrate
O=C1C(Cl)=C(NCCc2ccccc2)C(=O)N1CCc1ccccc1 | 1% | -12% | 0% | 0.0% | -12% | -6% | 8% | ? | -5%
CCOC(=O)c1c(C)n(-c2ccccc2)c2ccc(OC(=O)c3ccccc3)cc12 | 19% | -10% | 0% | -2.0% | 7% | -11% | 7% | -19% | -8%
Cc1oc(/C=N/NC(=O)CN(c2ccccc2Cl)S(C)(=O)=O)cc1Br | 7% | 1% | -8% | 1.8% | ? | -17% | -30% | -7% | -8%
CCc1ccc(N2CC(C(=O)Nc3cccnc3)CC2=O)cc1 (configuration not stated) | 4% | 3% | 2% | 1.1% | 1%[57.1 µM] | -9% | -33% | 0% | 6%[57.1 µM]
Cc1ccc(C(O)c2ccncc2)cc1 (configuration not stated) | 2% | -24% | 1% | -1.0% | 7% | 6% | 22% | 17% | 2%
Cc1ccc(N2CCn3c2nc2c3c(=O)n(Cc3cccc(Cl)c3)c(=O)n2C)cc1C | -12% | 6% | 4% | 19% | 22% | -4% | 31% | -29% | 6%[11.4 µM]
O=C(NCc1cccc(Cl)c1)C1CCCN(c2ncnc3c2nc2n3CCCCC2)C1 (configuration not stated) | 0% | 16% | 8% | 3.3% | 10% | -18% | 66%[activator] | -2% | 0%

3 entries already listed, sorted by formula weight, highest first:
molecule | mIDH1 inhibitor | Vif-A3F inh | Vif-APOBEC3G blk | RXFP1 agonist | rTrxR1 inhibitor | USP1-UAF1 inh | RGS4 inh | 12-LOX inh | TrxR1 substrate
CCCCN(CC)CCNC(=O)C1CCCN(S(=O)(=O)c2cccc3nsnc23)C1 (configuration not stated) | 1%&3% | 1%&3% | -5%&3% | 5.0%&8.2% | 6%&-13% | -21%&-17% | 19%&16% | -14%&-11% | 0%&-1%
CC(C)n1cnc2c(Nc3cccc(Cl)c3)nc(NCCCO)nc21 | 14% | 1% | -21% | 0.0% | 21%[57.1 µM] | -16% | 18% | -11% | 8%[57.1 µM]
CC1CCC(NC(=O)CN2C(=O)NC3(CCCCC3C)C2=O)CC1 (configuration not stated) | -7% | 0% | 1% | 2.4% | 3% | -4% | 3% | 12% | -2%
